ALOX12 inh: blocks human arachidonate 12S-lipoxygenase; purified 12hLO, xylenol orange hydroperoxide absorbance; Potency, µM (highest dose often 108 µM), without a hit: at the top dose activity change, negative = inhibition, most hits filed as inhibitors; hit rate 1.1% among 580,000; AID 1671190; active = well fitted inhibition curve with a large enough effect; inconclusive = small, poorly fitted or top-dose-only effect, or another doubt; inactive = no such curve, though single readings can be large or run the other way
Target sequence (P18054 whole entry, looked up): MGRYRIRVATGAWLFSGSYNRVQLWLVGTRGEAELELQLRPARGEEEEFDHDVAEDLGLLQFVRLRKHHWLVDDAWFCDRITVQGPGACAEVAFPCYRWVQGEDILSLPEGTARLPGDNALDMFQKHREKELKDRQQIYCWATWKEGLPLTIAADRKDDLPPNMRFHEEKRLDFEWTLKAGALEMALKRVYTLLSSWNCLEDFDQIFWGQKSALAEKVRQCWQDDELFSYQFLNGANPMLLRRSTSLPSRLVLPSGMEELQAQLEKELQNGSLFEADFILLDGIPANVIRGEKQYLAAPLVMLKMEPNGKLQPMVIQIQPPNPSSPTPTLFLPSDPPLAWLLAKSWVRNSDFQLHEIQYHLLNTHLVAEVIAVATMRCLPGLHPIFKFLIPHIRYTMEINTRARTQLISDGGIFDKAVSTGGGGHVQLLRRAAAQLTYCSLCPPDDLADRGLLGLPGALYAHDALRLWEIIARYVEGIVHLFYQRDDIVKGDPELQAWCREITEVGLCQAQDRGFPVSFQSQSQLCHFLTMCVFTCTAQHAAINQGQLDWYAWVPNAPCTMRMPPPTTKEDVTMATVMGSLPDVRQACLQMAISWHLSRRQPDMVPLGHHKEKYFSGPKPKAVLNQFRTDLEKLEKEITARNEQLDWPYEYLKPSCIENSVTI
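Hydroperoxide product was detected by ferrous iron/xylenol orange as the 573 to 405 nm absorbance ratio. Arachidonic acid at 40 uM (final) was turned over for 30 min at room temperature by 150 nM human 12hLO, pH 7.0 Hepes buffer, after 15 min compound preincubation.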
* marks the source's active call; other numbers are inactive results; ? = inconclusive; [ ] = remark or other dose. % is set by controls: 0 for no effect and ±100 for the full control effect; potency is the fitted concentration of half-maximal effect. A portion of the library; the hit share may differ from the screen's.

SMILES	ALOX12 inh
CC(C)Oc1ccc(Br)cc1/C=C/C(=O)O	6%
O=C1NCc2ccccc2CC12CCCCN2Cc1ccsc1 (stereo not drawn)	3%[6.33 µM]
COCCN1C(=O)c2cccn2CC1CNC(=O)NCc1ccc(OC)cc1 (stereo not drawn)	17%
COCCc1noc(-c2nc(-c3ccc(OC)cc3)no2)n1	31%[activator]
CC(C)(C)OC(=O)N1C[C@@]23C[C@H](c4cccc(F)c4)[C@@H](C[C@@H]2S1(=O)=O)O3	?
O=C(COc1ccccc1)N1CCC2(CC1)NC(=O)N(c1ccccc1Cl)N2	-94%
COc1ccc(N2CCN(C(=O)CCn3ccn4nc5c(c4c3=O)CCCC5)CC2)cc1	33%[activator]
COc1ccc([C@H]2CN(c3nnnn3-c3ccccc3)C[C@@H]2N)cc1	28%
Cn1c(=O)c2c(ncn2CC(=O)N(c2ccccc2)C2CCCCC2)n(C)c1=O	?
CCCNc1c(NC(=O)NCc2cccc(OC)c2)c(=O)oc2ccccc12	2%
CCCCc1cc(=O)oc2cc(OC(C)C(=O)NCc3cccnc3)c(Cl)cc12 (stereo not drawn)	2%
CC(C)Cn1nc(C(=O)O)c2c1CCN(C(=O)CC(C)c1ccccc1)C2 (stereo not drawn)	?
COc1ccccc1C1CN(CCNC(=O)C2=CCCC2)Cc2ccccc2O1 (stereo not drawn)	4%
CN(Cc1ccccc1F)C(=O)COC(=O)CCN=C1NS(=O)(=O)c2ccccc21	-2%
CC(=O)OCCN1C(=O)c2c(C)nc3ccc(S(=O)(=O)N4CCOCC4)cc3c2C1=O	?
C=CC[N+](C)(C)Cc1cccc2ccccc12	-21%
CN1[C@@H](CCC(=O)NCc2cccnc2)CNC(=O)[C@@H]2[C@H]1CCN2Cc1nc2ccccc2n1C	115%[activator]
COc1ccc(NC(=O)CCc2c(C)c3ccc(O)c(C)c3oc2=O)c(OC)c1	19%
O=C(CC1CCCCC1)N1CCC2(CC1)NC(=O)N(c1cccc(F)c1)N2	2.8µM*
O=C(c1[nH]ncc1Cl)N1CCCC(CCc2c(F)cccc2F)C1 (stereo not drawn)	63%[activator]
COc1ccc(C)cc1NC(=O)C(C)OC(=O)c1ccsc1 (stereo not drawn)	?
O=C(CN1CCCC1=O)NC1CCCc2nc(-c3ccccc3)ncc21 (stereo not drawn)	3%
CC(C)(C)OC(=O)N/N=C/c1ccccc1OCC(=O)O	?
N#Cc1nc(COc2ccc(F)cc2)oc1NCc1cccnc1	29%
CCCCOc1ccc(C(=O)N2CCC[C@H]2c2nc(-c3ccc(F)cc3)no2)cc1	5%
Cc1cc2oc(=O)cc(CN3CCc4ccccc43)c2cc1C	?
CCCNc1nc(-c2[nH]c(C)c(C(C)=O)c2C)cs1	?
CCn1c(SCc2nc(-c3cccs3)oc2C)nnc1C1CC1	-33%
C[C@@H](c1ccccc1)N1C(=O)[C@@H]2CN(S(=O)(=O)c3cccs3)CCN2C1=O	-1%[176 µM]
COc1ccccc1-c1ccc(C(=O)N2C[C@@H](N(C)C)[C@H](C(C)C)C2)cc1	14%
CCCOc1cccc(CNc2ccc(F)cc2)c1	?
COc1ccccc1C(=O)N1CCC(OC2CCN(C)CC2)CC1	17%
O=C(COc1cc(O)c2c(=O)cc(-c3ccccc3)oc2c1)Nc1ccc(O)cc1	-44%
CCC(=O)N1CCc2c(C(=O)NCc3ccccc3F)cccc21	21%
COc1cccc(C2CC(=O)Nc3c(C(=O)O)cn(-c4cccc(Cl)c4)c32)c1OC (stereo not drawn)	?
O=C(N[C@H]1CCN2C(=O)c3cc(-c4ccc(F)cc4F)ccc3NC(=O)[C@H]12)c1cccc(F)c1	?
CN(c1cc(=O)c2ccnc(-c3ccc(F)c(Cl)c3)c2o1)C1CCOCC1	?
COc1ccc(-c2nc3cc(NC(=O)COc4ccc(C)cc4)ccc3o2)cc1	15%
C[C@H](O)[C@@H]1C(=O)N2CCc3c([nH]c4c(-c5ccccc5)cccc34)[C@@H]2C[C@@H]1N(C)CC1CCCCC1	13%
COc1ccc2[nH]c(=O)c(-c3noc(-c4cccs4)n3)cc2c1	?
COc1ccc(CNC(=O)[C@@H]2Cc3cn(CC4CC4)c4cccc(c34)[C@H](CC(C)C)N2)cc1	43%[activator]
O=C(NCCCN1CCOCC1)c1ccc(N2CC3CC(C2)[C@H]2CCCC(=O)N2C3)nc1 (stereo partly drawn)	30%[activator]
COCC(=O)N(C1CCOCC1)C1CCN(S(=O)(=O)c2c(C)nn(C)c2C)CC1	5%
CN1CCN(C(=O)c2cc3cc(Cl)cc(Cl)c3oc2=O)CC1	-28%
Cc1cccc(C(=O)N2CCCCCCNC(=O)[C@@H]3C[C@@H](c4nc(-c5cnccn5)no4)C[C@@H]32)c1	16%
CC(=O)N[C@@H]1CN(Cc2ccc(C)cn2)C[C@H]1CO	78%[activator]
CCCCNCc1ccc(-c2ccccc2F)o1	3%
O=C(NCCN1CCCC1)c1c(OCC2CC2)cc(=O)n2c1CCOCC2	113%[activator]
CCC[C@H]1[C@@H](NS(=O)(=O)c2ccc(Cl)cc2)CC[C@@]23CCCN2C(=O)CCC[C@@H]13	-17%
CC1CCN(CC2CCCN(C(=O)C3(c4ccccc4)CC3)CC2)CC1 (stereo not drawn)	14%
COc1ccc(Oc2coc3cc(OC(=O)c4cccc(OC)c4)ccc3c2=O)cc1	31%
O=C(c1ccc2c(c1)OCO2)N1CCCC2(CC(c3ccccc3)=NO2)C1 (stereo not drawn)	?
Cc1ccc(F)cc1NC(=O)CCCSc1nc2ccccc2s1	76%[activator]
Cc1ccc(NC(=O)C2CCCC2)cc1I	?
CC(C)Oc1cccc2c1c(NC(=O)CCc1cc(=O)[nH]o1)nn2C	6%
CCC(C)c1ccc(NC(=O)CCn2cnc3c2c(=O)n(C)c(=O)n3C)cc1 (stereo not drawn)	38%[activator]
CCCN1CCN(C(=O)CN2CC3CC(C2)[C@H]2CCCC(=O)N2C3)CC1 (stereo partly drawn)	27%
CCc1ccc(-c2cc(C(=O)Nc3nn[nH]n3)c3ccccc3n2)cc1	1%
Cc1nc(-c2cn(C3CCCN(C(=O)c4cc(F)ccc4F)C3)nn2)no1 (stereo not drawn)	13%
O=C(C1CC1)N1CCC2(CC1)CC(=O)N(c1ccccc1)c1ccccc1O2	26%

Sorted by molar mass (rising): 21 of the compounds above.
SMILES	ALOX12 inh
C=CC[N+](C)(C)Cc1cccc2ccccc12	-21%
CCC(=O)N1CCc2c(C(=O)NCc3ccccc3F)cccc21	21%
COc1ccc([C@H]2CN(c3nnnn3-c3ccccc3)C[C@@H]2N)cc1	28%
CN1CCN(C(=O)c2cc3cc(Cl)cc(Cl)c3oc2=O)CC1	-28%
CC(C)Oc1cccc2c1c(NC(=O)CCc1cc(=O)[nH]o1)nn2C	6%
O=C(CN1CCCC1=O)NC1CCCc2nc(-c3ccccc3)ncc21 (stereo not drawn)	3%
O=C(c1[nH]ncc1Cl)N1CCCC(CCc2c(F)cccc2F)C1 (stereo not drawn)	63%[activator]
Cc1ccc(F)cc1NC(=O)CCCSc1nc2ccccc2s1	76%[activator]
O=C(CC1CCCCC1)N1CCC2(CC1)NC(=O)N(c1cccc(F)c1)N2	2.8µM*
O=C(NCCN1CCCC1)c1c(OCC2CC2)cc(=O)n2c1CCOCC2	113%[activator]
CCC(C)c1ccc(NC(=O)CCn2cnc3c2c(=O)n(C)c(=O)n3C)cc1 (stereo not drawn)	38%[activator]
COc1ccccc1C1CN(CCNC(=O)C2=CCCC2)Cc2ccccc2O1 (stereo not drawn)	4%
COc1ccc(NC(=O)CCc2c(C)c3ccc(O)c(C)c3oc2=O)c(OC)c1	19%
O=C(COc1ccccc1)N1CCC2(CC1)NC(=O)N(c1ccccc1Cl)N2	-94%
C[C@@H](c1ccccc1)N1C(=O)[C@@H]2CN(S(=O)(=O)c3cccs3)CCN2C1=O	-1%[176 µM]
CCCCc1cc(=O)oc2cc(OC(C)C(=O)NCc3cccnc3)c(Cl)cc12 (stereo not drawn)	2%
CN(Cc1ccccc1F)C(=O)COC(=O)CCN=C1NS(=O)(=O)c2ccccc21	-2%
CCC[C@H]1[C@@H](NS(=O)(=O)c2ccc(Cl)cc2)CC[C@@]23CCCN2C(=O)CCC[C@@H]13	-17%
O=C(NCCCN1CCOCC1)c1ccc(N2CC3CC(C2)[C@H]2CCCC(=O)N2C3)nc1 (stereo partly drawn)	30%[activator]
COc1ccc(CNC(=O)[C@@H]2Cc3cn(CC4CC4)c4cccc(c34)[C@H](CC(C)C)N2)cc1	43%[activator]
C[C@H](O)[C@@H]1C(=O)N2CCc3c([nH]c4c(-c5ccccc5)cccc34)[C@@H]2C[C@@H]1N(C)CC1CCCCC1	13%

Further compounds
SMILES	ALOX12 inh
O=C(N1CCN(C/C=C/c2ccccc2)CC1)C(F)(F)C(F)(F)C(F)(F)C(F)(F)F	-12%
C[C@@H]1COc2cc(Br)ccc2S(=O)(=O)N1Cc1cn(Cc2ccc(Br)cc2)nn1	-3%
COc1nc(C(=O)NCC(=O)NC(C)(C)C)cc2ccccc12	41%
COc1cccc(CCC(=O)N2CCC(c3nn(C)c4c3COCC4)CC2)c1	-8%
O=C(Cn1nc2c(cc1=O)CCCCC2)Nc1nc(-c2ccccn2)cs1	102%[activator]
O=C1NC(=NC2CCCC2)C2(CCN(Cc3cccnc3)CC2)N1c1cc(F)cc(F)c1	6%[6.33 µM]
O=C(NC1CC2CCC1C2)C1(c2ccccc2)CCC1 (stereo not drawn)	5%
CCC(C)NC(=O)NCCc1noc(-c2cccnc2)n1 (stereo not drawn)	47%[activator]
COCCNC(=O)NC(=O)COC(=O)c1ccc(COc2ccc3c(C)cc(=O)oc3c2)cc1	-19%
O=C([C@H]1C[C@H](Oc2cccnc2)CN1C(=O)NCc1ccccc1)N1CCOCC1	43%[activator]
CN1CCN(C(CN)C2CCCCC2)CC1 (stereo not drawn)	75%[activator][176 µM]
COc1cc(NC(=O)[C@@H](Cc2ccccc2)NC(=O)[C@H]2O[C@@H](n3ccc(N)nc3=O)[C@H](O)[C@@H]2O)cc(OC)c1OC	-6%
COC[C@H]1CCCN1C[C@@H]1C=C(C)[C@H](Cc2nnc(-c3cccnc3)o2)C[C@H]1C(C)C	83%[activator][176 µM]
O=C(c1ccccc1OCc1ccccc1)N1CCNCC(O)C1 (stereo not drawn)	22%
CC1=C(C)CC(C(=O)N2CCN(Cc3ccc(C)cc3)CC2)C(C(=O)O)C1 (stereo not drawn)	11%
O=C(Nc1ccccc1)N1CCC2(CC1)C(=O)NCN2Cc1ccc(Cl)cc1	-2%

Screening data deposited in PubChem by National Center for Advancing Translational Sciences (NCATS).
